CSN deneddyl inh = blocks human CSN-mediated cullin deneddylation; Q92905; actives 0.38% (n = 360,000); Purified CSN, SCF-Nedd8-OG deneddylation, fluorescence polarization; inhibition, % at 12.5 µM;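 active means pattern-corrected inhibition above about 35%, with an unprinted fluorescence ratio check between 0.5 and 1.5, limit read from the data, passing the limit was not always enough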;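 further: 0% = enzyme with substrate and 100% = substrate without enzyme; some results filed as inactive read as strong as hits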
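Assay system: HEK293T-derived human Csn5 enzyme; quantity: 0.24 nM enzyme; medium: Tris/NaCl/DTT buffer, pH 7.5; also added: substrate SCFSkp2-Nedd8OG, 10 nM; doses: 12.5 µM compound; schedule: 90 min reaction at room temperature; signal: FP; read-out: % inhibition of substrate cleavage by Csn5; benchmarks: substrate-only high control, full reaction low control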
Scp1 inh = Scp-1 (human) phosphatase inhibition; Recombinant Scp1, phosphopeptide, malachite green phosphate absorbance; AID 493091; inhibition, % at 20 µM; actives 0.88% (n = 340,000); Q9GZU7;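 active means inhibition above about 50% at 20 µM, limit read from the data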;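 further: plate controls were DMSO wells with enzyme for no effect and wells lacking enzyme for full effect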
Target sequence (Q9GZU7 76-261 limits assumed): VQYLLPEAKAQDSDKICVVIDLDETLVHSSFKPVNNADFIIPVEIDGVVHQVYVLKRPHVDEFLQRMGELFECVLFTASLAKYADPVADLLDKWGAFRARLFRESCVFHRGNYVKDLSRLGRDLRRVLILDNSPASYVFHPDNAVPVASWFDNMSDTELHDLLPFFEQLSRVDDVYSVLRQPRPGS
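Test system – truncated SCP-1 phosphatase (76-261aa) · Reagent – Phosphorylated 17-residue peptide substrate · Incubation – 45 min room-temperature reaction, 5 min colour, 30 min stabiliser · Detection – colorimetric phosphate reagent with accelerator and stabiliser, absorbance at 630 nm · Measure – % inhibition at 20 µM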
Rpn11 inh = inhibitors of human proteasome Rpn11 | O00487 | actives 0.59% (n = 360,000) | calls only at 20 µM | human 26S proteasome, Ub4-pepOG fluorescence polarization; 20S core pre-blocked with epoxomicin;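 active means inhibition at 20 µM, scaled to each plate's controls, above about 33%, limit read from the data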
STEP block = inhibitors of human striatal-enriched phosphatase STEP. inhibition, % at 20 µM. actives 0.25% (n = 360,000). P54829. recombinant STEP, OMFP fluorogenic substrate, fluorescence. AID 588621;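 active means inhibition at 20 µM, scaled per plate between control wells, above about 37%, limit read from the data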;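 further: 0% = DMSO with enzyme and substrate and 100% = substrate only without enzyme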
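System: isolated STEP enzyme; schedule: 20 min enzyme reaction at room temperature, protected from light; medium: Bis-Tris buffer pH 6.0, 2.5 mM DTT, 0.005% Tween 20; signal: fluorescence, 480/540 nm; dosing: single compound dose of 20 µM, 1% DMSO final; also added: OMFP substrate, 25 µM final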
NadD block = blocks S. aureus nicotinate mononucleotide adenylyltransferase; purified NadD enzyme, colorimetric absorbance read-out; inhibition, % at 20 µM; actives 0.78% (n = 360,000); in the data active means inhibition above about 26%; further: some compounds past the cut are filed as inactive
SUMO1 PPI mod = SUMO1-SIM interaction modulation. actives 0.33% (n = 360,000). AID 602429. inhibition, % at 20 µM. P63165. SUMO1 binding to a labelled peptide, TR-FRET, 1 h; in the data active means inhibition above about 37%
Target sequence (P63165 whole entry, looked up): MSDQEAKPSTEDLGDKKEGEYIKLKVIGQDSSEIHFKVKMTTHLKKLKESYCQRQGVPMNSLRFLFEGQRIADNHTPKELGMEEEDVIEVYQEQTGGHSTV
TbMetRS inhib = blocks T. brucei methionyl-tRNA synthetase activity; purified T. brucei MetRS, ATP depletion, Kinase-Glo luminescence; inhibition, % at 11.9 µM; actives 0.4% (n = 360,000); AID 624268;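 active means inhibition above a per-plate cutoff of the control wells' mean inhibition plus 3 SD, cut at about 5.5% in these data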;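 further: 0% = DMSO wells median and 100% = median of wells with control inhibitor compound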
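Assay system: T. brucei methionyl-tRNA synthetase, purified | Medium: HEPES buffer with MgCl2, KCl, DTT, spermine, BSA, pyrophosphatase | Compound: 11.9 µM single point | Incubation: 15 min enzyme-compound preincubation, 2 h reaction, 10 min detection, 25 °C | Measured by: Kinase-Glo luciferase luminescence reporting remaining unconsumed ATP | Measure: % inhibition normalized to control-well medians | Replication: Singlicate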
DNMT1 inh = DNMT1 (human) enzyme inhibition; DNMT1 molecular beacon, Hinp1I cleavage, fluorescence; P26358; inhibition (reported as % activation of signal), % at 10 µM; actives 0.83% (n = 360,000); in the data active means inhibition above about 50%
PABP1 MLLE inh = inhibitors of microRNA-mediated deadenylation, human PABP1 MLLE binding. P11940. GST-MLLE / FITC-PAM2 fluorescence polarization. inhibition, % at 20 µM. actives 0.36% (n = 360,000). AID 588489; in the data active means inhibition above about 35%, passing the limit was not always enough;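 further: plate controls were DMSO wells with GST-MLLE for no effect and wells lacking GST-MLLE protein for full effect; some results filed as inactive read as strong as hits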
Target sequence (P11940 whole entry, looked up): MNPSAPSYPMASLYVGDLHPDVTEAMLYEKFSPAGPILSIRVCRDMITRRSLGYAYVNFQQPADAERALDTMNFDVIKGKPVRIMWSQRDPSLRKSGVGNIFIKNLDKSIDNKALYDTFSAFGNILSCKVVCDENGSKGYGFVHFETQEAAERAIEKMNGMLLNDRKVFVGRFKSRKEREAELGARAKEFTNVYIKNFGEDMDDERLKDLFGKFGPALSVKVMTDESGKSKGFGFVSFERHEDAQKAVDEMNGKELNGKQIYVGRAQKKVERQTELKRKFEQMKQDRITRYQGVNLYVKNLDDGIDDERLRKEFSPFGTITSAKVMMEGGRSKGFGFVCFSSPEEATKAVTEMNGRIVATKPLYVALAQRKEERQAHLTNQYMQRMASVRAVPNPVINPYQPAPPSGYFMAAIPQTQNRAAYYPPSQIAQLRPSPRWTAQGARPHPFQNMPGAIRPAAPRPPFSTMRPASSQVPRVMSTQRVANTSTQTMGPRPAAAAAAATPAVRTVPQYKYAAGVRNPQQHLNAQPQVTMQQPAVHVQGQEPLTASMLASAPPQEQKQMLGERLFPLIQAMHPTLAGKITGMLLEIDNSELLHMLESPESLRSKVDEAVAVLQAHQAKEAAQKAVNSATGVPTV
LMPTP block = blocks human LMPTP phosphatase; actives 0.22% (n = 360,000); P24666; recombinant LMPTP-A, OMFP fluorogenic substrate, fluorescence intensity; inhibition, % at 20 µM;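 active means compounds that cut the enzyme signal by at least half of the control window in the single-dose screen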;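 further: plate controls were DMSO wells with enzyme plus substrate for no effect and substrate without enzyme for full effect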
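Assay system: LMPTP-A enzyme. Input: 0.625 nM LMPTP-A final. Probe or stimulus: 400 µM OMFP. Compound dosing: single 20 µM dose. Schedule: 50 min dark incubation at room temperature. Detection: fluorescence intensity of OMFP turnover product. Read-out: percent inhibition versus substrate-only and uninhibited controls. Benchmarks: no-enzyme low control, uninhibited high control.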
Starred values were filed as active, the others as inactive; i = inactive; . = no result given; + = active, no number. This is a random part of the collection (roughly 3.6% active in at least one column).

SMILES	CSN deneddyl inh	Scp1 inh	Rpn11 inh	STEP block	NadD block	SUMO1 PPI mod	TbMetRS inhib	DNMT1 inh	PABP1 MLLE inh	LMPTP block
CC[C@@]1(C(=O)OC)N[C@H](CN(C)C(=O)Nc2ccc(C)cc2)[C@@H]2C(=O)N(C)C(=O)[C@@H]21	-1	-5	i	0	1	1	-1.1	6	-15	-1.7
S=C(NCc1ccco1)NCc1ccco1	16	4	i	13	-4	5	-0.1	50	10	8.6
CCn1cc(C(=O)NC2CCCCCC2)c2cc(OC)c(OC)cc2c1=O	3	-8	i	-1	-1	-2	-0.3	-2	-3	-1.4
Clc1ccc2nc(C3CCCCC3)c(Cc3ccsc3)n2c1	-9	.	i	-4	6	7	0.0	7	24	1.0
CCOC(=O)CCCCCC(=O)Nc1ccc2c(c1)C(=O)N([C@H](C)CO)C[C@H](C)[C@H](CN(C)C(=O)C1CCCCC1)OCCCC[C@@H](C)O2	0	.	i	2	1	2	-0.8	1	4	-0.4
CN1C(=O)C(c2cn(C)c3ccccc23)(c2cn(C)c3ccccc23)c2cc(F)ccc21	-2	.	.	.	.	5	-0.4	.	.	3.7
CSc1nsc(SCC(=O)Nc2ccc(C(=O)O)cc2)n1	1	-5	i	4	-2	6	0.7	0	23	0.7
CCc1c(-c2cccc(Cl)c2)ncn1Cc1cccc(-c2ccccc2)c1	-1	.	.	.	.	6	-1.2	.	.	5.1
C/C(Nc1ccc(Cl)c(Cl)c1)=C1/CCOC1=O	-2	.	i	-1	6	2	-0.4	-4	1	-1.2
COc1ccc(S(=O)(=O)N2CCOCC2)cc1NC(=O)Cn1nnc2ccccc2c1=O	-4	-5	i	-3	-5	-2	0.0	-2	-6	-0.8
CS(=O)(=O)c1ccc(C(=O)OCc2nnc(-c3ccc(Cl)cc3)o2)cc1[N+](=O)[O-]	10	-3	i	0	-2	-1	-0.7	4	-28	1.9
O=C(CSc1nnc2ccccn12)NC(=O)NC1CCCC1	0	-7	i	-1	6	2	-0.6	6	0	1.0
O=C(Cn1ccc(NC(=O)OCc2ccccc2)nc1=O)NCc1ccc2[nH]ccc2c1	3	4	i	-2	5	-6	-0.4	-2	2	1.2
C/C(CCc1ccc2c(c1)OCO2)=N\N=C1\NC(=O)CC(C(=O)Nc2ccc(C(=O)O)cc2)S1 (centres undefined)	5	32	i	4	-6	-2	-0.2	0	-56	0.4
Cc1cccc(-c2noc(CNC(=O)COc3ccccc3C)n2)c1	0	-6	i	0	-1	-6	0.1	-2	-10	1.3
Cc1cc2c(cc1S(=O)(=O)NCC(C)c1ccccc1)n(C)c(=O)c(=O)n2C (centres undefined)	0	-4	i	1	3	-2	0.4	0	-8	-0.2
O=C1Nc2cc(Cl)c(Cl)cc2N(O)N1c1cc(Cl)cc(Cl)c1	-6	-10	i	4	-1	18	-1.8	2	-1	-1.9
N#Cc1nc(COc2ccc(F)cc2)oc1N1CCCCC1	4	-5	i	0	-6	4	-0.7	1	0	-1.0
O=C(COc1ccc(-n2cnnn2)cc1)NC(=O)NCc1ccccc1	-3	5	i	0	-1	6	-1.8	-7	-7	0.2
Cc1ccc(C)c(OCC(=O)Nc2ccc3c(c2)OCO3)c1	2	-14	i	-2	-3	0	0.1	-9	-8	1.2
CN(c1ccccc1C(=O)Nc1ccccc1-c1ccccc1)S(C)(=O)=O	-1	-5	i	-3	-3	4	-0.1	-1	7	0.9
COc1ccc(N2CCN(C(c3cccs3)C(C)NS(=O)(=O)c3ccccc3)CC2)cc1 (centres undefined)	0	-4	i	-3	-5	-1	-1.4	-8	-16	1.1
COc1cccc(CN(C)C(=O)c2ccc(OCC(=O)Nc3cccc(C(F)(F)F)c3)c(OC)c2)c1	0	-12	i	-2	-6	-1	-0.6	-4	-4	3.4
COc1cccc(Cn2cnc3c(NS(=O)(=O)c4ccc(Cl)cc4Cl)c(C)c(C)cc32)c1	1	-2	i	0	26	-1	0.0	-10	1	3.5
CCOC(=O)c1ccccc1NC(=O)CSc1nnc(COc2ccccc2C)n1C	0	-2	i	0	3	1	0.2	1	1	-0.1
CCN(Cc1ccccc1)C(=O)c1cccc(OC2CCN(C(=O)C3CC3)CC2)c1	0	2	i	1	-1	-2	-0.3	3	-6	-1.4
O=C(O)c1cccc(-n2cccc2/C=C2/SC(=O)N(CC(=O)N3CCCC3)C2=O)c1	21	67*	i	23	4	-1	0.7	70*	2	0.6
COc1ccccc1N1CCN(C(=O)CCS(=O)(=O)c2ccc3c(c2)NC(=O)C(C)S3)CC1 (centres undefined)	1	-9	i	2	3	1	-0.3	3	5	-0.5
O=C(Cn1cc(C(F)(F)F)ccc1=O)N/N=C/c1cccc(Cl)c1	-2	-5	i	-2	3	1	-0.3	2	12	-0.7
CCn1c(=O)c2c(nc3n2CCCN3Cc2ccccc2)n(C)c1=O	-2	-4	i	-1	-9	5	-0.3	-1	11	-0.2

3 compounds from above, limited to Scp1 inh, STEP block and CSN deneddyl inh:
Molecule	Scp1 inh	STEP block	CSN deneddyl inh
COc1ccccc1N1CCN(C(=O)CCS(=O)(=O)c2ccc3c(c2)NC(=O)C(C)S3)CC1 (centres undefined)	-9	2	1
COc1ccc(N2CCN(C(c3cccs3)C(C)NS(=O)(=O)c3ccccc3)CC2)cc1 (centres undefined)	-4	-3	0
CCN(Cc1ccccc1)C(=O)c1cccc(OC2CCN(C(=O)C3CC3)CC2)c1	2	1	0

More compounds follow.
SMILES	CSN deneddyl inh	Scp1 inh	Rpn11 inh	STEP block	NadD block	SUMO1 PPI mod	TbMetRS inhib	DNMT1 inh	PABP1 MLLE inh	LMPTP block
COCc1cc(=O)n2[nH]c(-c3ccc(C)cc3)cc2n1	4	-12	i	1	-5	-1	-0.3	2	4	-0.1
COc1ccc(/C=C/c2nc(N)nc(-c3ccccc3O)n2)cc1	0	3	i	-4	-1	-1	-0.3	-19	2	1.3
S=c1[nH]nc(Nc2ccc(Cl)cc2)s1	-7	-19	i	-2	16	16	0.3	1	33	0.0
O=C(CN(C(=O)CCC(=O)Nc1ccccn1)c1cccc(F)c1)NCc1ccc2c(c1)OCO2	-1	-2	i	-2	-1	3	0.4	0	-4	0.3
Cc1sc2ncnc(OCC(=O)N3CCN(C(=O)c4ccco4)CC3)c2c1C	4	5	i	0	3	-1	0.6	12	16	1.9
O=c1c(C=Nc2ccc(Cl)cc2)c[nH]n1-c1cccc(Cl)n1	2	102*	i	79*	2	-9	0.0	75*	6	62*
O=C(OCC(=O)N1CCCC1)c1c2c(nc3ccccc13)CCCCC2	4	-3	i	0	2	1	-0.1	4	-7	0.6
CC(c1nnc(SCC(=O)c2c(N)n(C3CC3)c(=O)[nH]c2=O)n1-c1ccc(F)cc1)N(C)C (centres undefined)	-4	1	i	-2	-3	-4	-0.1	2	5	-1.3
CC1(C)NC(=O)N(CC(O)COc2cc3ccccc3cc2C(=O)N2CCCCC2)C1=O (centres undefined)	1	-3	+	24	-5	-1	-0.5	-56	0	-3.1
CCOc1ccc(NS(=O)(=O)c2ccc(C(=O)NCCN3CCOCC3)cc2)cc1	4	1	i	0	1	-1	0.0	-2	-5	0.3

Quoted at random: 4 compounds from above
SMILES	CSN deneddyl inh	Scp1 inh	Rpn11 inh	STEP block	NadD block	SUMO1 PPI mod	TbMetRS inhib	DNMT1 inh	PABP1 MLLE inh	LMPTP block
COc1ccc(/C=C/c2nc(N)nc(-c3ccccc3O)n2)cc1	0	3	i	-4	-1	-1	-0.3	-19	2	1.3
CC1(C)NC(=O)N(CC(O)COc2cc3ccccc3cc2C(=O)N2CCCCC2)C1=O (centres undefined)	1	-3	+	24	-5	-1	-0.5	-56	0	-3.1
O=c1c(C=Nc2ccc(Cl)cc2)c[nH]n1-c1cccc(Cl)n1	2	102*	i	79*	2	-9	0.0	75*	6	62*
O=C(CN(C(=O)CCC(=O)Nc1ccccn1)c1cccc(F)c1)NCc1ccc2c(c1)OCO2	-1	-2	i	-2	-1	3	0.4	0	-4	0.3

Next results:
SMILES	CSN deneddyl inh	Scp1 inh	Rpn11 inh	STEP block	NadD block	SUMO1 PPI mod	TbMetRS inhib	DNMT1 inh	PABP1 MLLE inh	LMPTP block
Cc1ccc(OCC(=O)N2CCCCCCC2)cc1C	-4	-6	i	1	-3	1	-0.3	0	14	0.5
COc1ccc(CC(=O)NNS(=O)(=O)c2ccc(F)cc2)cc1OC	-6	-3	i	1	9	0	-0.7	-1	-15	1.9
C/C(=N\NC(=O)CNc1ccc(F)cc1)c1cc2ccccc2o1	0	-3	i	-1	2	-12	-0.8	-4	-3	2.0
O=C(Nc1ccccc1)N(Cc1ccc(Cl)cc1)CC(O)C(F)(F)F (centres undefined)	0	-14	i	-5	-2	-2	-1.7	-4	1	-2.1
CCOc1ccc(NC(=O)CSc2nnc(-c3ccccn3)n2C)cc1	0	-8	i	-3	-2	0	-0.1	5	-3	-0.6
COC(=O)c1ccc(N/N=C/c2cc([N+](=O)[O-])cc(OC)c2O)cc1	0	0	i	5	7	-17	0.3	-6	-27	5.6
CCN(C(=O)CSc1nnc(-c2ccc(OC)cc2)n1N)c1c(N)n(Cc2ccccc2)c(=O)[nH]c1=O	-5	-6	i	1	2	-1	0.4	5	35	-1.3
CC1=C(C(=O)OC(C)(C)C)C(c2ccc3ccccc3c2)NC(=O)N1C (centres undefined)	-1	-16	i	-4	-4	5	-0.3	-3	0	2.2
COc1ccc(S(=O)(=O)NCc2cccnc2)cc1NC(=O)c1ccccc1	5	-8	i	-4	-1	1	-0.3	-1	6	-1.0
